# RGS4-Gao reg – modulates binding of RGS4 to human Galphao. Multiplexed bead flow cytometry; actives lie on both sides. binding response (% of control), % at 10 µM. P09471. 0.33% of 220,000 active. AID 1415; in the data active = binding response below about 49% or above about 150%; inactive = in between;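 note: fluorescent Galphao activated with aluminum fluoride binding bead-coupled RGS4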
# RGS8-Gao reg – human RGS8-Galphao interaction regulation. P09471. multiplexed bead flow cytometry, RGS8-Galphao binding; actives lie on both sides. response (percent of control binding), % at 10 µM. 0.34% of 220,000 active; in the data active = response below about 60% or above about 140%; inactive = in between;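 note: Galphao activated as the GDP aluminium fluoride complex binding bead-coupled RGS8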
# Bcl-W Bim block – human Bim-Bcl-W interaction inhibition | bead-based flow cytometry, Bim peptide-Bcl-W binding | Q92843 | 0.02% of 190,000 active | inhibition, % at 10 µM;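 note: 0% = bound tracer without compound and 100% = peptide blocker; higher means less fluorescent Bim peptide bound to Bcl-W beads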
# Target sequence (Q92843 whole entry, looked up): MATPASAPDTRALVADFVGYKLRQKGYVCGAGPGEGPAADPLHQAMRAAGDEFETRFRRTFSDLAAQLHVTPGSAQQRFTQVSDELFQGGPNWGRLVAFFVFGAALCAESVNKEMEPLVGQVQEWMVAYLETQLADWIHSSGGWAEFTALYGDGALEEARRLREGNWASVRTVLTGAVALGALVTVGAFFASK
# Bcl-2 Bim block – disrupts Bim peptide binding to human Bcl-2; P10415; Bead-based flow cytometry, Bim peptide-Bcl-2 binding; inhibition, % at 10 µM; 0.06% of 190,000 active; in the data active = inhibition above about 40%; inconclusive = no clear call, values can overlap the other calls;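 note: 0% = no compound wells with probe peptide and 100% = reference peptide inhibitor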
# Target sequence (P10415 whole entry, looked up): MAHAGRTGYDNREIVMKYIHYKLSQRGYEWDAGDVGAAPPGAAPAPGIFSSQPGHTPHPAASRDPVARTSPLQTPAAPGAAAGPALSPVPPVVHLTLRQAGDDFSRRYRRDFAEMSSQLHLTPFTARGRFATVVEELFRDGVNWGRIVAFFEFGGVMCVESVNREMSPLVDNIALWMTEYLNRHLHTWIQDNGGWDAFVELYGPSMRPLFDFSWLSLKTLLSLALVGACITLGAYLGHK
# Bfl-1 Bim block – human Bim-Bfl-1 interaction inhibition; inhibition, % at 10 µM; 0.12% of 190,000 active; Bead-based flow cytometry, Bim-Bfl-1 binding inhibition; AID 1008;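 note: 0% = wells without compound plus tracer and 100% = blocker peptide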
# Mcl1-Bid inh – Mcl-1/Bid interaction inhibition; TR-FRET Mcl-1/Bid-Dy647 peptide binding, 1536-well; AID 1021; inhibition, % at 21.7 µM; 0.97% of 220,000 active;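 active = compounds that cut the binding signal by more than half at the single screening dose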;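 note: His-tagged Mcl-1 with europium anti-His antibody binding Bid BH3 peptide; 0% = Mcl-1 plus peptide wells and 100% = peptide-only wells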
# GSH fluor – compound fluoresces at 488/530 nm on GSH beads | AID 1776 | GSH beads flow cytometry, compound fluorescence 488/530 nm; stronger effect = higher value | fluorescence (KMESF) at 10 µM | 0.25% of 190,000 active; in the data active = fluorescence above about 89;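 note: glutathione beads carrying GST-tagged Bcl family fusion proteins plus one bare bead set; values are compound well signal with DMSO vehicle wells as background; inactives centre near 16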
# Bcl-B Bim block – inhibitors of Bim-Bcl-B interaction, human | Q9HD36 | bead-based flow cytometry, Bim peptide-Bcl-B binding | inhibition, % at 10 µM | 0.073% of 190,000 active | AID 951;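 note: 0% = tracer peptide without compound and 100% = reference inhibitor peptide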
# Target sequence (Q9HD36 whole entry, looked up): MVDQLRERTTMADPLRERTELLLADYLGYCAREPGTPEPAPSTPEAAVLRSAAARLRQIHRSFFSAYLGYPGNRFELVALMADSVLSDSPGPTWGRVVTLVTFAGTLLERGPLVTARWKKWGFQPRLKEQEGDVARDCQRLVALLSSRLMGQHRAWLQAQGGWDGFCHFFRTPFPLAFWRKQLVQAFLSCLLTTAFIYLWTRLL
# RGS7-Gao reg – regulators of human RGS7-Galphao interaction | P09471 | Multiplexed bead flow cytometry, RGS7-Galphao binding; actives lie on both sides | binding response (% of control), % at 10 µM | 0.35% of 220,000 active | AID 1439; in the data active = binding response below about 49% or above about 150%; inconclusive = no clear call, values can overlap the other calls; inactive = in between;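 note: fluorescent Galphao held in activated GDP-AlF4 state binding bead-coupled RGS7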
# Bim-Mcl-1 – human Bim-Mcl-1 interaction inhibition; 0.1% of 190,000 active; Q07820; Bead-based flow cytometry, Bim peptide-Mcl-1 binding; inhibition, % at 10 µM;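 note: 0% = no compound tracer wells and 100% = peptide blocker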
# Bim-Bcl-XL – inhibitors of Bim-Bcl-XL interaction, human. Q07817. Bim peptide-Bcl-XL binding, bead flow cytometry, fluorescence. inhibition, % at 10 µM. 0.04% of 190,000 active. AID 1007
# Target sequence (Q07817 whole entry, looked up): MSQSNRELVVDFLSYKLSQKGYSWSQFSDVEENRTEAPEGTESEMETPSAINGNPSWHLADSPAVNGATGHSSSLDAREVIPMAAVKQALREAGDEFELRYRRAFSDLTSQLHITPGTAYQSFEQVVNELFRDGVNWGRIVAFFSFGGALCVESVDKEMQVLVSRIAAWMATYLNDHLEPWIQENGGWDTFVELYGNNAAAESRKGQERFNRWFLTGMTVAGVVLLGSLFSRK
# The depositor's hits bear a star; u = inconclusive; x = no result given. Cut-off read from the data, not from the text of the source, unless noted: active = inhibition above about 40%.
cpd	RGS4-Gao reg	RGS8-Gao reg	Bcl-W Bim block	Bcl-2 Bim block	Bfl-1 Bim block	Mcl1-Bid inh	GSH fluor	Bcl-B Bim block	RGS7-Gao reg	Bim-Mcl-1	Bim-Bcl-XL	smiles
1	101	104	5	-11	-14	-10	24	-7	101	2	-2	COc1cccc(-c2nn(C)c3sc(C(=O)Nc4ccc5c(c4)OCCO5)cc23)c1
2	98	99	-2	-9	-14	-18	34	-10	97	-2	-1	O=C(Cn1nnc(-c2ccccc2)n1)NCc1cccs1
3	101	99	-1	-3	-5	-8	12	-2	96	-1	-3	Fc1ccc(-c2nnc3ccc(N4CCc5ccccc5C4)nn23)cc1
4	96	98	-7	-11	-16	-13	18	-7	99	-11	-9	O=C(Nc1ncc(Cc2ccccc2Cl)s1)c1ccc([N+](=O)[O-])cc1
5	104	100	-6	-2	0	0	13	-5	100	-4	-5	O=C(CSc1nc2c(cnn2-c2ccc(F)cc2)c(=O)[nH]1)Nc1nccs1
6	103	103	0	-2	-3	-14	5	-2	109	0	0	COc1ccc(OC(=O)Nc2ccccc2)cc1
7	99	99	-3	3	2	-43	24	0	100	0	-1	CCOC(=O)c1[nH]c2ccc(OC)cc2c1NC(=O)CCN1CCN(Cc2ccccc2)CC1
8	104	106	-2	0	-5	10	20	5	101	2	0	C/C(CCS(=O)(=O)c1ccccc1)=N/O
9	101	103	-7	-2	-6	-15	70	-3	96	0	-5	CCc1ccc2nc(NC(=O)CCCc3cccs3)sc2c1
10	96	97	2	1	-2	-27	19	-2	u	0	-4	Cc1ccc(NC(=O)Nc2ccc3c(c2)OCO3)nc1
11	103	99	-1	-3	2	-18	19	-1	101	-6	-2	O=C(NCc1ccc2c(c1)OCO2)c1ccc(S(=O)(=O)NCC2CCCO2)cc1 (configuration not stated)
12	105	101	0	0	-1	-13	31	-3	105	0	0	O=S1(=O)CC(O)C(N2CCC(c3ccccc3)CC2)C1 (configuration not stated)
13	100	101	1	-8	-11	-33	42	-6	97	-5	-3	Cc1ccc(NC(=O)NCCCN2CCOCC2)cc1
14	104	109	0	1	0	12	23	2	105	0	2	COCc1nnc(NC(=O)c2cc(Cl)ccc2OC)s1
15	116	103	-2	-3	2	-7	16	-2	116	-3	-2	Cc1cc(C)cc(N(CC(=O)NC2CC3CCC2C3)S(C)(=O)=O)c1 (configuration not stated)
16	97	102	-2	-2	-2	-55	20	-3	102	0	0	CC(C)(C)C(=O)N(Cc1ccccc1)c1ccccn1
17	97	98	-4	-7	-16	-16	27	-8	98	-2	-5	COc1cccc(C(c2nnnn2CS(=O)(=O)c2ccc(C)cc2)N2CCN(C)CC2)c1OC (configuration not stated)
18	104	105	1	-1	-2	-31	11	-1	100	5	-2	CCCC(=O)NC(=S)Nc1ccc(NC(=O)C(C)C)c(OC)c1
19	98	102	-3	-3	-8	-55	31	-12	99	-1	-5	COc1cc(C(=O)NNC(=S)NCc2ccco2)cc(OC)c1OC
20	92	94	-1	0	0	11	25	-1	90	-3	-2	COc1ccc(CCN2C(=O)C(O)=C(C(=O)c3ccco3)C2c2cccs2)cc1OC (configuration not stated)
21	100	97	0	-5	-2	-19	11	-6	100	-2	-1	COC(=O)c1sc(NC(=O)/C=C/c2ccc(C)o2)nc1C
22	103	102	3	-6	-11	1	30	-9	100	1	2	O=C(NCCCN1CCCC1=O)c1cncc(Br)c1
23	101	99	-7	-7	-9	27	14	-6	103	0	-4	Cc1cccc(Nc2ncnc3nc[nH]c23)c1
24	106	106	1	-6	-8	-3	25	-8	112	0	0	Cc1ccc2nc3c(cc2c1)c(NC(=O)c1ccccn1)nn3CC(C)C
25	101	101	-2	0	-1	-22	14	-1	99	0	-4	COc1cccc(/C=N\Nc2nncc(-c3ccccc3)n2)c1

# Arranged by the number under RGS8-Gao reg (smallest number first): three of the compounds above.
No. | compound | RGS8-Gao reg
10 | Cc1ccc(NC(=O)Nc2ccc3c(c2)OCO3)nc1 | 97
2 | O=C(Cn1nnc(-c2ccccc2)n1)NCc1cccs1 | 99
18 | CCCC(=O)NC(=S)Nc1ccc(NC(=O)C(C)C)c(OC)c1 | 105

# Following part
cpd	RGS4-Gao reg	RGS8-Gao reg	Bcl-W Bim block	Bcl-2 Bim block	Bfl-1 Bim block	Mcl1-Bid inh	GSH fluor	Bcl-B Bim block	RGS7-Gao reg	Bim-Mcl-1	Bim-Bcl-XL	smiles
26	105	104	-3	0	4	-14	16	-2	u	-1	-4	CN(C)CCNC(=O)C(=O)c1c(-c2ccccc2)cc2ccccn12
27	91	98	-1	-1	1	-13	16	-1	93	-1	-1	CCOC(=O)C(CC)n1cnc2sc3c(c2c1=O)CCC3 (configuration not stated)
28	97	93	-1	-4	-8	-8	30	-7	97	0	-3	O=C(COc1cccc(C(F)(F)F)c1)NCCCN1CCCC1=O
29	103	98	0	-5	-3	-15	25	-8	100	2	-2	COc1ccccc1Nc1nc(C)c(C(=O)Nc2ccccc2)s1
30	105	99	-4	-1	0	-5	19	-2	97	-3	0	Cc1sc(NC(=O)c2ccccc2)c(C(=O)NCCN(C)C)c1C
31	102	102	0	-9	-13	-22	33	-8	98	-2	-5	N#CC1=C(N)Oc2cc3c(cc2C1c1ccc(Cl)cc1)OCO3 (configuration not stated)
32	103	104	-4	-4	-16	-15	13	-8	107	-2	-8	CC(CCc1ccccc1)NC(=O)Cc1ccc([N+](=O)[O-])cc1 (configuration not stated)
33	100	100	1	-4	-4	-9	6	-1	99	-1	-5	Cc1ccc(NC(=O)c2ccc(CNS(=O)(=O)c3cccc(C(F)(F)F)c3)cc2)cc1
34	99	100	-1	-8	-19	-21	21	-7	99	-6	-5	c1ccc(-c2nc(-n3nc4ccccc4n3)nc3ccccc23)cc1
35	98	102	-3	-6	-7	0	15	-7	u	-2	-4	O=C(NNC(=O)c1ccc2ncccc2c1)c1ccc(Cl)cc1
36	107	100	1	1	0	-24	14	-3	102	-2	-1	CN(C)S(=O)(=O)c1cc(NC(=O)CN2CCc3ccccc32)ccc1Cl
37	102	101	-5	-10	-6	5	15	-12	104	-6	-7	CC(C)NC(=O)NC(=O)COc1cccc2c1OC(C)(C)C2
38	103	104	4	2	-6	-37	26	-1	100	2	0	CN(C)c1ccc(/C=N/NC(=O)c2ccnn2C)cc1
39	103	100	-2	-5	-2	-34	15	-1	100	-1	-4	O=S(=O)(NCc1ccco1)c1cccc(S(=O)(=O)N2CCOCC2)c1
40	99	101	0	-7	-10	-4	31	-7	94	-1	-2	O=C1CC(Cc2ccccc2)C(=O)N1CCc1ccc2c(c1)OCO2 (configuration not stated)
41	98	99	0	-5	-14	-6	30	-9	97	-2	-5	CC1(C)Cc2noc(N)c2C(C)(C)N1OC(=O)c1ccco1
42	104	103	0	-5	-7	-28	32	-5	102	-2	-12	CN1CCN(S(=O)(=O)c2ccc(NC(=S)NC(=O)c3ccccc3)cc2)CC1
43	97	98	7	3	-6	-48	6	-4	95	1	0	CC1CN(C2CCCCC2)c2nc3c(c(=O)n(C)c(=O)n3C)n2C1 (configuration not stated)
44	101	101	-1	0	-6	-12	9	-2	96	-3	-3	CCOC(=O)C1(Cc2ccccc2C(F)(F)F)CCN(CCCn2cccn2)CC1
45	104	102	3	-2	-11	-19	6	-1	103	4	-3	O=S1(=O)CCN2C(=N1)Sc1c2ccc2c1CCCC2
46	103	100	0	-8	-17	-14	31	-8	103	-1	-6	COc1ccc(NC(=O)c2ccccc2SC)cc1OC
47	98	75	0	3	14	-56	9	-18	101	-1	-1	O=c1c2ccccc2sn1-c1nccs1
48	106	104	-3	-4	-6	-2	16	0	108	-2	-4	Cc1ccc(N=Cc2nc(-c3ccc(C)cc3)oc2O)cc1
49	100	106	-1	-8	-9	7	11	-4	102	-1	-4	COc1ccc(CCN2C(=O)NC(NS(=O)(=O)c3ccc(Cl)cc3)(C(F)(F)F)C2=O)cc1OC (configuration not stated)
50	108	103	-1	-4	-13	4	22	-6	105	0	-1	Cc1ccccc1-n1c(C)cc(/C=N/NC(=O)c2ccc(CN3CCOCC3)cc2)c1C
51	101	101	-2	-3	-5	-16	12	-4	u	-4	-1	Cc1ccc(-c2cc3ncc(C#N)c(N)n3n2)cc1
52	99	100	0	-1	-4	-18	13	-1	96	0	0	O=C(OCc1cnc(Cl)s1)c1c(F)cccc1F
53	111	103	0	3	2	-38	8	-3	109	0	1	Cc1ccc2nc(N3CCN(S(=O)(=O)c4ccc5c(c4)OCCO5)CC3)c(C#N)cc2c1
54	94	95	0	-2	-8	-11	12	-3	86	1	-4	CCOC(=O)C1CCCN(C2CC(=O)N(c3ccccc3)C2=O)C1 (configuration not stated)
55	105	102	-1	3	2	5	28	2	105	0	-2	COc1cccc(C(=O)Nc2ccccc2F)c1
56	100	99	-1	-2	-4	-43	x	-6	101	2	-3	CCCCNC(=S)N1CCN(C(c2ccccc2)c2ccccc2)CC1
57	104	109	0	-3	-9	2	8	-7	104	0	-5	Cc1ccc2nc(NC(=O)CN3CCOCC3)sc2c1
58	105	104	0	-1	0	5	68	1	104	-1	0	O=C(c1cccc([N+](=O)[O-])c1)c1ccc2c(c1)C(=O)N(c1c[nH]c(=O)[nH]c1=O)C2=O
59	103	98	-4	0	4	-18	12	0	107	-1	-4	COc1cc(OC)cc(C(=O)N[C@H](C(=O)Nc2ccc3c(c2)OCO3)C(C)C)c1

# Compounds from the list above with a halogen (14):
cpd	RGS4-Gao reg	RGS8-Gao reg	Bcl-W Bim block	Bcl-2 Bim block	Bfl-1 Bim block	Mcl1-Bid inh	GSH fluor	Bcl-B Bim block	RGS7-Gao reg	Bim-Mcl-1	Bim-Bcl-XL	smiles
3	101	99	-1	-3	-5	-8	12	-2	96	-1	-3	Fc1ccc(-c2nnc3ccc(N4CCc5ccccc5C4)nn23)cc1
4	96	98	-7	-11	-16	-13	18	-7	99	-11	-9	O=C(Nc1ncc(Cc2ccccc2Cl)s1)c1ccc([N+](=O)[O-])cc1
5	104	100	-6	-2	0	0	13	-5	100	-4	-5	O=C(CSc1nc2c(cnn2-c2ccc(F)cc2)c(=O)[nH]1)Nc1nccs1
14	104	109	0	1	0	12	23	2	105	0	2	COCc1nnc(NC(=O)c2cc(Cl)ccc2OC)s1
22	103	102	3	-6	-11	1	30	-9	100	1	2	O=C(NCCCN1CCCC1=O)c1cncc(Br)c1
28	97	93	-1	-4	-8	-8	30	-7	97	0	-3	O=C(COc1cccc(C(F)(F)F)c1)NCCCN1CCCC1=O
31	102	102	0	-9	-13	-22	33	-8	98	-2	-5	N#CC1=C(N)Oc2cc3c(cc2C1c1ccc(Cl)cc1)OCO3 (configuration not stated)
33	100	100	1	-4	-4	-9	6	-1	99	-1	-5	Cc1ccc(NC(=O)c2ccc(CNS(=O)(=O)c3cccc(C(F)(F)F)c3)cc2)cc1
35	98	102	-3	-6	-7	0	15	-7	u	-2	-4	O=C(NNC(=O)c1ccc2ncccc2c1)c1ccc(Cl)cc1
36	107	100	1	1	0	-24	14	-3	102	-2	-1	CN(C)S(=O)(=O)c1cc(NC(=O)CN2CCc3ccccc32)ccc1Cl
44	101	101	-1	0	-6	-12	9	-2	96	-3	-3	CCOC(=O)C1(Cc2ccccc2C(F)(F)F)CCN(CCCn2cccn2)CC1
49	100	106	-1	-8	-9	7	11	-4	102	-1	-4	COc1ccc(CCN2C(=O)NC(NS(=O)(=O)c3ccc(Cl)cc3)(C(F)(F)F)C2=O)cc1OC (configuration not stated)
52	99	100	0	-1	-4	-18	13	-1	96	0	0	O=C(OCc1cnc(Cl)s1)c1c(F)cccc1F
55	105	102	-1	3	2	5	28	2	105	0	-2	COc1cccc(C(=O)Nc2ccccc2F)c1

# Screens: PubChem, several laboratories
